Assay outcomes (PubChem BioAssay)
HTR5A inv ag = HTR5A inverse agonists in luminescence cell assay, primary screen, counter-screen for OPRM1-OPRD1 heterodimer inverse agonist project, full-deck HTS | 5-hydroxytryptamine receptor 5A (Homo sapiens), P47898 | HTR5A cell line, inverse agonism | inhibition, % at 9.3 µM | 0.083% of 340,000 active; in the data active = inhibition mostly above about 23%, no sharp cut-off; inactive = mostly below about 18%;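 note: 0% = cells with DMSO and 100% = no-cell wells with DMSO; some compounds called inactive have numbers as strong as hits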
Target sequence (P47898 whole entry, looked up): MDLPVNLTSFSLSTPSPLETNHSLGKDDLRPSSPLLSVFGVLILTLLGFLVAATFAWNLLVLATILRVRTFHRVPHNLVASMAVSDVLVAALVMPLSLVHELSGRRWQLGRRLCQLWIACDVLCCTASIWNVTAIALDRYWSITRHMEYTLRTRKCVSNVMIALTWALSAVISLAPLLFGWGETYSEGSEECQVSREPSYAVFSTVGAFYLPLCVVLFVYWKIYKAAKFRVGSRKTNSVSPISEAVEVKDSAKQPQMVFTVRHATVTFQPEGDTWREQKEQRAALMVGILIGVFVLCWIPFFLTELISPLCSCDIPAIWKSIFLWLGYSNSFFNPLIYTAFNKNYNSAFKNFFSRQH
RTF Ca sens inh = cardiac RTF calcium sensitivity inhibitors, primary screen, biochemical, IANBD-TnC fluorescence, EC70 calcium; Troponin I, cardiac muscle (Homo sapiens) + Troponin T, cardiac muscle (Homo sapiens) + …; IANBD-labeled cardiac RTF, Ca2+ fluorescence; inhibition, % at 7.15 µM; 0.12% of 340,000 active;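 active = inhibition above the mean inhibition of all tested compounds plus 3 SD, cut at about 17% in these data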;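 note: assay run at fixed EC70 calcium of 1.6 mM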
MOR-DOR inv ag = inverse agonists of MOR-DOR heterodimerization, primary screen, cell-based, luminescence. Mu-type opioid receptor (Homo sapiens) + Delta-type opioid receptor (Homo sapiens), …. cell-based MOR-DOR heterodimer luminescence, inverse agonism. inhibition, % at 9.3 µM. 0.21% of 340,000 active; in the data active = inhibition above about 22%, passing the limit was not always enough;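 note: 0% = cells with DMSO and 100% = wells without cells with DMSO; values of inactives mirror those of a sister screen read the other way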
CAL-PDZ inh HTS = untagged CAL PDZ binding inhibitors, primary screen, biochemical, fluorescence polarization, HTS; purified CAL PDZ, TMR-peptide fluorescence polarization, 1 h; inhibition, % at 24.9 µM; 0.92% of 300,000 active; Golgi-associated PDZ and coiled-coil motif-containing protein (Homo sapiens), Q9HD26;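 active = mean inhibition of at least 30% with at least half of replicates also reaching 30%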;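 note: 0% = DMSO neutral control and 100% = excess unlabeled competitor peptide PRC23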
cardiac RTF act = cardiac RTF calcium sensitivity activators, primary screen, biochemical, IANBD-TnC fluorescence, EC20 calcium; IANBD-labeled TnC RTF fluorescence at EC20 calcium; 0% EC20 calcium, 100% full calcium; activation, % at 7.2 µM; 0.24% of 340,000 active;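 active = activation above the mean over all tested compounds plus 3 SD, cut at about 30% in these data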;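 note: rise in fluorescence read as greater calcium sensitivity of cardiac thin filaments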
MOR-DOR ag = agonists of OPRM1-OPRD1 heterodimerization, primary screen, cell-based, luminescence; Mu-type opioid receptor (Homo sapiens) + Delta-type opioid receptor (Homo sapiens), …; cells; activation, % at 9.3 µM; 0.3% of 340,000 active; AID 504326, 2011; in the data active = activation above about 18%;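 note: 0% = vehicle-treated cells and 100% = reference agonist; values of inactives mirror those of a sister screen read the other way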
C-LANA FP = inhibitors of KSHV C-LANA binding to DNA, primary screen, biochemical, fluorescence polarization, FAM-LBS DNA, MBP-C-LANA, single point | Kaposi's sarcoma herpesvirus LANA C-terminal domain (residues 932-1162) DNA binding | inhibition, % at 9 µM | 0.078% of 340,000 active | AID 504423, 2011;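 active = highest replicate inhibition at or above 60% at 9 µM, even if other replicates fall short; inactive = all replicates below 60% inhibition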;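 note: 0% = neutral control wells and 100% = 4 µM acridine orange control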
V-ATPase pH = regulators of yeast V-ATPase proton pumping, primary screen, pHLuorin cytosolic pH fluorescence. AID 504577, 2011. 0.37% of 350,000 active. S. cerevisiae. response, % at 10 µM; in the data active = response mostly above about 7.3%, no sharp cut-off; inactive = mostly below about 5.4%; note: actives read high; inactives centre near 0; some compounds called inactive have numbers as strong as hits; reference of the scale not given here
Keap1-Nrf2 PPI = Keap1-Nrf2 protein-protein interaction inhibitors, primary screen, biochemical, fluorescence polarization, single point; inhibition, % at 9.4 µM; Keap1 Kelch-Nrf2 peptide fluorescence polarization, 1536-well; 0.15% of 340,000 active; in the data active = inhibition above about 12%;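 note: human Keap1 Kelch domain with fluorescein labeled Nrf2 9mer peptide probe; 0% = neutral control wells and 100% = peptide positive control; higher means more block of Keap1 binding to Nrf2 peptide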
Target sequence (Q14145 whole entry, looked up, the tested form may be a part): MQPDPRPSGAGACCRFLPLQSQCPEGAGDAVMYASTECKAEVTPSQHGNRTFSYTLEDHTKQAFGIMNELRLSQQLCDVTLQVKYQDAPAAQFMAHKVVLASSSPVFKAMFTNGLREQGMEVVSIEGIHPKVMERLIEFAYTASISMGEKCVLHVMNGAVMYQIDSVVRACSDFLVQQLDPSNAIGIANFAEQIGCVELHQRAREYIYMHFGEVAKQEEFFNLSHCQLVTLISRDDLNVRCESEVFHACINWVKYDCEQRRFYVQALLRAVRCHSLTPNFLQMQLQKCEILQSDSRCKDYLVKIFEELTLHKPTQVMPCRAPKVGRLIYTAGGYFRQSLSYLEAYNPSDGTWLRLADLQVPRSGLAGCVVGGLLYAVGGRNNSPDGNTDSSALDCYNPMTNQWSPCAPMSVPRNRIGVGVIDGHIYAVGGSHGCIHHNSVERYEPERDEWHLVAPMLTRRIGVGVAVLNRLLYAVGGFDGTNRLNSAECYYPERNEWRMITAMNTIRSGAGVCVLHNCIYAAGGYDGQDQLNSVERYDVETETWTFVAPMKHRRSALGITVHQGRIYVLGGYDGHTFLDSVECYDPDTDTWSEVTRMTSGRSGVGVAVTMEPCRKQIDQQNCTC
HTR5A ag = HTR5A agonists in luminescence cell assay, primary screen, counter-screen for OPRM1-OPRD1 heterodimer agonist project, full-deck HTS; 5-hydroxytryptamine receptor 5A (Homo sapiens), P47898; cell-based; activation, % at 9.3 µM; 0.61% of 340,000 active; AID 504692, 2011; in the data active = activation mostly above about 9.5%, no sharp cut-off; inactive = mostly below about 7.6%;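 note: 0% = cells with vehicle only and 100% = reference agonist; strong numbers were not always called active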
An asterisk follows results filed as active; . = no result given.

SMILES	HTR5A inv ag	RTF Ca sens inh	MOR-DOR inv ag	CAL-PDZ inh HTS	cardiac RTF act	MOR-DOR ag	C-LANA FP	V-ATPase pH	Keap1-Nrf2 PPI	HTR5A ag
COc1ccc(NC(c2ccccc2)c2ccncc2)cc1 (stereo unspecified)	-13.1	-2.0	1.0	-4.9	4.9	-0.2	1.8	1.4	-2.2	3.5
CC(C)C(c1nnnn1Cc1ccccc1)N(CCCO)Cc1cc2cc3c(cc2[nH]c1=O)OCO3 (stereo unspecified)	3.3	-2.1	16.0	-2.1	-2.5	-3.9	3.8	-4.4	-3.7	-1.4
Cc1cccc(N2CCN(C(=O)CCNS(=O)(=O)c3ccc4c(c3)CCC(=O)N4)CC2)c1C	-3.3	-4.4	-4.7	-0.4	5.2	0.9	1.5	0.3	2.5	1.1
Cc1ccc2c(c1)N(C(=O)CCC(=O)NCCN1CCOCC1)CCO2	-4.3	-2.0	3.1	.	3.8	-0.5	-0.7	10.8	-4.5	1.4
CCn1c(SCc2cccnc2)nc2c1c(=O)n(C)c(=O)n2C	-4.7	-7.6	12.4	-10.2	-1.8	-2.4	-1.2	-0.7	0.4	6.0
COC(=O)n1c(=O)oc2cc(S(=O)(=O)N3CCOCC3)ccc21	1.8	-8.5	16.9	-6.8	-3.2	-3.5	1.3	-2.8	1.5	-0.8
Cc1ccccc1-n1c(Cn2c(=O)sc3ccccc32)nnc1SCC(=O)N1CCOCC1	3.4	-7.8	6.7	3.3	0.8	-1.4	-1.5	1.1	4.9	-1.3
COCCCNC(=O)c1ccc(NS(C)(=O)=O)cc1	6.0	-4.9	8.7	-2.5	-1.9	-1.9	1.8	1.4	-1.8	0.6
CC(=O)c1c(C)oc2ccc(O)c(CN3CCOCC3)c12	-13.1	-2.6	9.0	2.7	-5.6	-1.5	1.5	-2.6	-0.9	4.9
O=C(NCCCn1ccnc1)c1cc(-c2ccncc2)nc2ccccc12	-2.2	4.4	10.9	-5.1	-4.7	-2.4	0.4	-1.5	-3.0	-2.8
CC(=O)c1cc(CC=C(C)C)c(O)c(CC=C(C)C)c1O	-0.6	5.0	-15.2	.	-1.0	3.6	-3.1	1.2	-5.3	2.7
CC(=O)O[C@@H]1[C@H]2[C@@H](C[C@@H](C)[C@@H]3CCC(=O)[C@@]13C)OC(=O)[C@@H]2C	-5.5	-4.2	9.6	-1.4	-2.3	-1.7	2.5	-3.4	-6.0	3.7
CCOC(=O)N1CCN(C(=O)CSCc2ccccc2Cl)CC1	-2.1	-0.4	-9.6	-2.2	-3.8	1.4	-1.0	4.3	-6.4	0.8
CCc1ccc(N2CC(C(=O)OCc3nc4ccsc4c(=O)[nH]3)CC2=O)cc1 (stereo unspecified)	-2.8	0.7	7.1	-1.8	-0.6	-1.8	0.7	-0.6	-1.7	0.3
C=CCn1c(COc2ccccc2F)nnc1SCC(=O)N1CC(=O)Nc2ccccc21	7.3	-3.9	16.7	56.0*	-1.1	-3.1	-1.3	0.9	-0.8	-2.9
CC1(C)CC(=O)C=C(c2ccc(OC(F)(F)F)cc2)C1	-10.1	-4.8	8.0	-0.1	-4.7	-1.7	-0.1	-0.6	2.9	5.4
Cn1c(=O)c2c(nc(SCCCO)n2Cc2ccccc2Cl)n(C)c1=O	-13.5	-0.6	19.0	-3.2	2.4	-3.8	-0.2	-1.2	-0.3	2.8
O=S1(=O)C=C(SCc2ccc(Cl)c(Cl)c2)Nc2ccccc21	-8.2	-0.9	0.3	-2.5	-1.8	-0.1	-1.1	-3.5	0.4	3.4
Cc1noc(NS(=O)(=O)c2ccc(NC(=O)C(C)(C)C)cc2)c1C	-1.9	3.3	15.8	-1.3	4.1	-3.5	-1.4	-1.8	-1.1	0.5
O=C(COC(=O)CCc1c[nH]c2ccccc12)Nc1ccccc1	-17.8	3.1	5.8	-3.4	-3.4	-0.9	0.4	-0.5	-1.4	6.5
CCOC(CCc1c(C)nc(NC(C)=O)[nH]c1=O)OCC	-6.2	-10.9	11.7	-2.4	0.8	-2.3	0.8	-0.9	1.5	1.7
CCn1c(SCC#N)nc2cc(S(=O)(=O)N3CCOCC3)ccc21	-9.1	-6.1	-11.2	9.5	0.1	2.0	0.6	-1.9	0.1	2.5
CC1(C(=O)NC(=S)NNC(=O)c2ccncc2)CCCCC1	32.0*	-3.1	35.9*	-2.4	9.6	-6.3	0.0	1.0	-4.0	-9.4
O=C(Nc1cccc(O)c1)C1CC(c2c(F)cccc2Cl)=NO1 (stereo unspecified)	-10.4	-5.5	6.0	-4.5	-1.9	-1.2	-5.2	0.1	0.8	3.1
CCN(C1CCCCC1)S(=O)(=O)c1ccc(-n2cnnn2)c(C)c1	-19.5	-13.9	0.9	-2.1	-1.4	-0.1	-1.4	4.7	0.7	2.6
O=C(CCN1C(=O)/C(=C/c2cccs2)SC1=S)Nc1ccccc1O	-12.1	-4.9	-36.5	.	0.2	4.4	3.7	-2.4	-2.6	-2.7
CCN(CC)c1cccc(OCC(=O)N2c3ccccc3CC2C)c1 (stereo unspecified)	4.0	-2.3	-17.7	18.6	-3.3	4.3	0.7	0.9	0.7	-1.6
CCOc1ccc(CN2CCN(C(=O)c3ccccc3)CC2)cc1	-22.4	-7.2	-35.8	-0.5	-5.2	6.3	0.3	10.7	-2.4	-1.0
COc1cc(NC(=O)c2c(F)c(F)c(F)c(F)c2F)c(OC)cc1Cl	-14.4	-5.6	-45.6	.	4.3	10.0	0.9	-1.0	-0.1	-2.8
O=C(c1cc(-c2ccc(Br)cc2)nc2ccccc12)N1CCN(c2ccccc2O)CC1	-9.6	13.8	-19.4	0.4	7.5	3.5	-0.5	-4.6	0.6	3.8

Pulled by compound from above:
SMILES	HTR5A inv ag	RTF Ca sens inh	MOR-DOR inv ag	CAL-PDZ inh HTS	cardiac RTF act	MOR-DOR ag	C-LANA FP	V-ATPase pH	Keap1-Nrf2 PPI	HTR5A ag
O=C(c1cc(-c2ccc(Br)cc2)nc2ccccc12)N1CCN(c2ccccc2O)CC1	-9.6	13.8	-19.4	0.4	7.5	3.5	-0.5	-4.6	0.6	3.8
CCn1c(SCC#N)nc2cc(S(=O)(=O)N3CCOCC3)ccc21	-9.1	-6.1	-11.2	9.5	0.1	2.0	0.6	-1.9	0.1	2.5
CC1(C(=O)NC(=S)NNC(=O)c2ccncc2)CCCCC1	32.0*	-3.1	35.9*	-2.4	9.6	-6.3	0.0	1.0	-4.0	-9.4
COc1cc(NC(=O)c2c(F)c(F)c(F)c(F)c2F)c(OC)cc1Cl	-14.4	-5.6	-45.6	.	4.3	10.0	0.9	-1.0	-0.1	-2.8
O=C(Nc1cccc(O)c1)C1CC(c2c(F)cccc2Cl)=NO1 (stereo unspecified)	-10.4	-5.5	6.0	-4.5	-1.9	-1.2	-5.2	0.1	0.8	3.1

(further entries)
SMILES	HTR5A inv ag	RTF Ca sens inh	MOR-DOR inv ag	CAL-PDZ inh HTS	cardiac RTF act	MOR-DOR ag	C-LANA FP	V-ATPase pH	Keap1-Nrf2 PPI	HTR5A ag
Cc1ccc(C)c(CNS(=O)(=O)c2ccc3c(c2)C(C)(C)C(=O)N3C)c1	-5.6	1.3	6.5	-6.2	-5.3	-1.2	0.6	2.0	1.7	-0.6
CCOc1ccc(NCCC#N)cc1	-16.1	0.7	6.9	-3.6	0.4	-1.3	-8.2	1.9	-0.7	-1.9
CCOC(=O)c1sc(NC(=O)CSc2n[nH]c(-c3ccncc3)n2)c(C#N)c1C	-22.2	-8.1	-12.1	-3.4	0.1	2.1	0.1	5.3	-0.4	1.0
Cc1cc(=O)n(Cc2ccccc2)c(O)c1C#N	2.8	-3.0	9.7	-6.3	-7.4	-1.9	-4.6	-3.2	0.1	-0.7
Cc1onc(-c2c(Cl)cccc2Cl)c1C(=O)NCc1ccccn1	-17.0	2.5	14.9	-4.6	-0.8	-2.9	-1.1	0.2	-2.7	0.9
COc1ccccc1NC(=O)C1=C(C)Nc2ncnn2C1c1cccs1 (stereo unspecified)	-14.8	-7.2	9.7	-4.0	0.1	-2.0	1.3	-4.9	-3.1	6.1
O=C(COc1ccccc1)Nc1cccc(-c2nc3ccccc3[nH]2)c1	4.8	0.7	-6.0	-3.6	2.8	1.2	1.3	3.0	-1.6	-1.8
Cc1ccc2[nH]c(C(=O)NN=C3CCCCC3)c(-c3ccccc3)c2c1	-10.0	3.7	-4.7	1.0	-4.0	1.0	0.4	-0.5	-5.7	4.0
CCNC(=S)NNC(=O)c1cccn(Cc2ccc(Cl)cc2)c1=O	6.2	-3.7	15.0	-5.3	0.6	-3.1	-1.0	0.1	0.2	-2.6
Cc1ccc(-c2nnc(-c3cccnc3)o2)cc1	-2.3	-4.2	8.1	-4.0	-1.6	-1.4	0.0	0.3	-3.0	0.6
Cc1cc(C)c(S(=O)(=O)N2CCCC(C(=O)N3CCOCC3)C2)c(C)c1 (stereo unspecified)	1.7	-4.2	3.2	-1.2	-0.8	-0.8	1.5	-0.8	-1.6	-0.7
COc1ccc(N(C)C(=O)c2cc3c(s2)-c2ccccc2OC3)c(OC)c1	-7.1	-0.1	0.0	-1.7	-1.6	0.0	-1.6	3.2	-1.5	2.7
COC(=O)C1(CC2CC(c3ccncc3)=NO2)CCN(C(=O)OC(C)(C)C)CC1 (stereo unspecified)	-33.9	7.7	9.0	6.7	6.6	-1.6	-0.4	2.8	-1.5	8.5
Cc1cc(C(=O)NC2CCCc3c2cnn3-c2ccc(C)c(C)c2)no1 (stereo unspecified)	-5.2	-7.6	2.0	-2.4	0.5	-0.4	-1.5	-0.5	-3.4	-3.9
CNC(=S)N/N=C/c1c(Cl)cccc1Cl	-4.3	0.2	23.0	2.2	-2.2	-4.7	-1.4	2.1	0.7	1.8
Cc1cc(C)n2nc(C(=O)NNC(=O)c3ccc(Cl)cc3)nc2n1	7.0	-11.6	10.5	.	1.0	-2.0	0.5	0.7	1.2	8.3
CC1=[N+](CC(=O)c2ccccc2)CCn2cccc21	.	.	.	-4.8	.	.	1.2	2.3	-2.3	.
COc1cccc(C(C(=O)NCC2CCCO2)N(C(=O)Cn2nnc3ccccc32)c2ccc(NC(C)=O)cc2)c1OC (stereo unspecified)	2.7	-6.2	10.2	.	2.7	-1.4	-1.0	5.3	1.6	-1.0
CCNS(=O)(=O)c1ccc2c(c1)NCC2	-18.0	-9.8	5.1	-2.7	-0.5	-1.0	0.8	4.4	1.0	3.3
COc1ccc(S(=O)(=O)Cc2ccc(C(=O)NCc3ccco3)o2)cc1	-17.8	-5.0	4.5	.	10.4	-0.9	-1.8	-0.7	-3.3	6.4
Cc1cccc(NC(=O)CCC(=O)N2CCOCC2)n1	2.3	-24.0	2.6	-0.9	-4.2	-0.7	0.5	-4.5	-3.0	-0.9
